High-throughput results as filed in PubChem.
FN deposition inh – fibronectin deposition inhibition. AH1F fibroblasts, Alexa488-fibronectin deposition fluorescence, overnight. inhibition, % at 12.6 µM. hit rate 0.086% among 350,000;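 active = mean inhibition across replicates of 30% or more, regardless of how many single replicates reach that level; inconclusive = mean under 30% yet at least half of replicates reach 30%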;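 note: positive control wells lacked labelled fibronectin entirely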
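Material – AH1F fibroblast monolayer, labelled fibronectin deposition · Reagent – labelled fibronectin 24 nM · Timing – 1 h adhesion, overnight exposure · Measured by – fluorescence at 485 nm excitation, 525 nm emission · Read-out – inhibition of fibronectin deposition signal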
EWS-Fli inh – blocks EWS/Fli oncoprotein-driven transcription | A673 NR0B1-luciferase reporter, viability-normalised | inhibition, % at 12.6 µM | hit rate 0.67% among 350,000 | AID 651661;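 active = mean inhibition of at least 50% after viability correction, with every replicate also passing that limit; inconclusive = mean reaches 50% but only one of two replicates passes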;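 note: firefly luciferase signal divided by Alamar Blue viability fluorescence both relative to DMSO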
Xi reactivation – activators of X-chromosome reactivation in mouse fibroblasts; XiGFP mouse fibroblasts, % GFP-positive cells imaging, 3 d; cells co-treated with 5-aza-dC sensitizer; scaled so ellipticine positive control = 100%; activation, % at 7.58 µM; hit rate 0.055% among 360,000;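 active = mean normalized replicate activation at least 10% and every replicate at or above 10%; inconclusive = only one of the two criteria met; inactive = mean below 10% and not all replicates reach 10%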;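 note: 0% = median of on-plate neutral control wells and 100% = ellipticine 6 µM median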
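System: XiGFP fibroblasts, SV40-immortalized. Medium: DMEM plus 5-aza-dC sensitizer. Doses: single point. Timing: 3 d treatment, 15 min room-temperature fixation. Control set: ellipticine 6 µM.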
RAD52 inh – inhibitors of human RAD52 DNA annealing | P43351 | recombinant RAD52 DNA annealing, FRET fluorescence | inhibition, % at 18.7 µM | hit rate 0.46% among 360,000;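 active = every replicate showing at least 50% inhibition; inconclusive = mean inhibition at least 50% but not in every replicate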
S100A4 inh HTS – S100A4-myosin IIA interaction inhibition. P26447. S100A4/TAMRA-MyoIIA peptide fluorescence polarization. inhibition, % at 10.7 µM. hit rate 0.14% among 360,000. AID 652163;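 active = mean inhibition of at least 70% across replicates, with every replicate also reaching that level; inconclusive = mean inhibition reaches 70% but some replicates fall short; inactive = mean inhibition below 70%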
Target sequence (P26447 whole entry, looked up): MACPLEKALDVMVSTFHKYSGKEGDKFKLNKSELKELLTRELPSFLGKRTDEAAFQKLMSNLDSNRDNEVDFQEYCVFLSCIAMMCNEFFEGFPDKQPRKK
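Test system: S100A4 monomer protein. Medium: HEPES buffer with Ca2+, pH 7.2. Reagent: fluorescent myosin IIA peptide, 5 nM. Compound dosing: single-point compound testing. Timing: 5 min between mix addition and reading. Benchmarks: DMSO neutral and TFP positive wells.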
E-selectin induc – induces E-selectin expression in human endothelial cells; P16581; HUVEC E-selectin immunofluorescence imaging; normalized: neutral wells 0, TNF-alpha wells 100; activation, % at 7.58 µM; hit rate 0.37% among 260,000; AID 686992;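 active = mean E-selectin-positive cell signal at least 10% of the positive control, reached in at least 60% of replicates, without over 20% cell loss; inconclusive = no rule given, readout overlaps actives, possibly toxicity-flagged; inactive = the rest, including those meeting only one limit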;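 note: in these data hits start at about 27%; measured in HUVEC primary endothelial cells; signal is the percent of cells scored E-selectin positive by PE staining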
Target sequence (P16581 whole entry, looked up): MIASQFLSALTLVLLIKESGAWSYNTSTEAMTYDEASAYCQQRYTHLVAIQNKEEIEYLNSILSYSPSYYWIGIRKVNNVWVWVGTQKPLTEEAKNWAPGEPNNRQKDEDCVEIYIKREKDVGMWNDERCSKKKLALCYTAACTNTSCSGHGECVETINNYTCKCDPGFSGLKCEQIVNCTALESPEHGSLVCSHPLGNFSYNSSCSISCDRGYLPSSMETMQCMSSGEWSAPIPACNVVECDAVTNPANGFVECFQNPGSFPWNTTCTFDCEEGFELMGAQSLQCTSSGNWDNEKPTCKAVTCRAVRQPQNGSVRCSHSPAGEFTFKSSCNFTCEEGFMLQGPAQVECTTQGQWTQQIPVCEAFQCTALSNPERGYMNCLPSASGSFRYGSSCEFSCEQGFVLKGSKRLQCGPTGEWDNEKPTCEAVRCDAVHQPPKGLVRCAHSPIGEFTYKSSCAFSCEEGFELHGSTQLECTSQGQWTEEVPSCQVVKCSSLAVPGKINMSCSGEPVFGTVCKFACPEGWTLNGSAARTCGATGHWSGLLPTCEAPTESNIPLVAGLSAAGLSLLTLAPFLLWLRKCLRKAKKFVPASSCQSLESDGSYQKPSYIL
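material = human umbilical vein endothelial cells (HUVEC), E-selectin induction | quantity = 3,000 cells/well | medium = EGM-2 growth medium on 0.1% gelatin-coated wells | technique = immunofluorescence imaging | read-out basis = % PE-positive cells | control set = TNF-alpha positive control, DMSO neutral control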
RAD54 branch – blocks human RAD54 Holliday junction branch migration; Q92698; FAM/BHQ fluorescence; inhibition, % at 10.4 µM; hit rate 0.14% among 360,000; AID 602329;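 active = mean normalized replicate activity at least 40 and at least half of replicates scoring 40 or more; inconclusive = only one of the two criteria met; inactive = mean below 40 and under half of replicates reaching 40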;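 note: 0% = median of neutral control wells and 100% = median of positive control wells; inhibitors cause a drop in the FAM fluorescence signal; in these data hits start at about 50%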
esBAF inh – inhibitors of esBAF chromatin remodeling in mouse ES cells | AID 602393 | hit rate 2% among 350,000 | Bmi1-luciferase knock-in reporter, 24 h; 100% = twice the neutral-well signal | reporter increase, % at 12.5 µM; in the data active = activation above about 40%; inconclusive = no clear call, values can overlap the other calls;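 note: 0% = median of the plate's neutral control wells and 100% = double that signal; a rise in the Bmi1 reporter signal indicates esBAF inhibition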
Numbers without * were called inactive; u = inconclusive; x = no result given.

The first 3 entries, to show the layout:
SMILES | FN deposition inh | EWS-Fli inh | Xi reactivation | RAD52 inh | S100A4 inh HTS | E-selectin induc | RAD54 branch | esBAF inh
CCCC#Cc1cnc2c(c1)C(=O)N([C@@H](C)CO)C[C@@H](C)[C@@H](CN(C)C(=O)C1CC1)O2 | x | 2 | -1.1 | -5 | 3 | 0.5 | 7 | -1
O=S1(=O)c2ccc(Br)cc2N2CCC[C@@H]2CN1C1CC1 | 0 | 2 | -0.2 | -5 | -1 | 0.0 | 9 | 0
CC(NS(=O)(=O)c1ccc(Br)cc1)C(c1cccs1)N1CCOCC1 (stereo not given) | -2 | -8 | 0.0 | -1 | -4 | x | -9 | -3

All compounds of this part, from the start:
SMILES | FN deposition inh | EWS-Fli inh | Xi reactivation | RAD52 inh | S100A4 inh HTS | E-selectin induc | RAD54 branch | esBAF inh
CCCC#Cc1cnc2c(c1)C(=O)N([C@@H](C)CO)C[C@@H](C)[C@@H](CN(C)C(=O)C1CC1)O2 | x | 2 | -1.1 | -5 | 3 | 0.5 | 7 | -1
O=S1(=O)c2ccc(Br)cc2N2CCC[C@@H]2CN1C1CC1 | 0 | 2 | -0.2 | -5 | -1 | 0.0 | 9 | 0
CC(NS(=O)(=O)c1ccc(Br)cc1)C(c1cccs1)N1CCOCC1 (stereo not given) | -2 | -8 | 0.0 | -1 | -4 | x | -9 | -3
O=C(COC(=O)CCc1ccccc1)Nc1ccc(F)cc1Cl | -4 | -2 | 0.3 | -7 | -1 | x | -6 | 1
CCC(=O)N[C@H]1CC[C@H](CC(=O)NCCN2CCCCC2)O[C@H]1CO | -23 | 2 | -0.3 | -18 | 5 | -0.4 | 0 | 0
C[C@@H]1CN([C@H](C)CO)C(=O)c2cccc(NS(=O)(=O)c3cccs3)c2O[C@H]1CN(C)Cc1ccc(Oc2ccccc2)cc1 | -10 | -15 | -0.1 | 39 | -3 | -19 | -1 | -4
CNC[C@H]1Oc2ccc(NS(C)(=O)=O)cc2C(=O)N([C@H](C)CO)C[C@@H]1C | x | 1 | 0.0 | 14 | -19 | -0.5 | 14 | -9
Cc1noc(/C=C/N(C)C)c1S(=O)(=O)N1CCCC(C(=O)Nc2ccc3c(c2)OCO3)C1 (stereo not given) | 7 | -6 | 0.6 | -99 | -1 | 0.4 | 9 | -1
CCc1nc2c(OCc3ccc(Cl)cc3)cccn2c1N(C)C(=O)c1ccncc1 | 5 | -3 | 0.0 | -27 | -4 | -0.1 | -9 | 3
C[C@H](CO)N1C[C@H](C)[C@@H](CN(C)Cc2ccc(Cl)c(Cl)c2)OCCCC[C@H](C)Oc2ccc(NC(=O)Nc3cccc4ccccc34)cc2C1=O | x | 0 | -0.9 | 11 | 3 | 0.6 | -2 | -18
CC(=O)Nc1ccc2c(c1)C(=O)N(C)[C@H]1CC[C@H](CC(=O)NCc3ccccc3)O[C@H]1CO2 | -12 | -3 | 0.2 | -2 | -8 | 0.0 | 11 | -4
CCCc1cn(CC[C@@H]2CC[C@H](NC(=O)C3CCOCC3)[C@H](CO)O2)nn1 | 6 | 0 | 0.2 | 8 | 8 | -0.1 | -7 | -10
CCC(=O)N1[C@@H](CO)[C@H](c2ccc(-c3ccccc3)cc2)[C@@H]1CNC(=O)COC | -6 | -1 | 0.1 | x | x | 0.0 | 3 | 1
O=C(COC(=O)CCSc1ccc(Cl)cc1)NCc1ccccc1 | 4 | 1 | 0.1 | -10 | -5 | x | x | x
Cn1c(Nc2ccccc2)cc(=O)n(C)c1=O | -8 | 2 | 0.0 | -12 | -9 | u | 10 | 1
COc1ccc(NS(=O)(=O)c2cc(NC(=O)C(CC(C)C)NC(N)=O)ccc2N2CCOCC2)cc1 (stereo not given) | -4 | 8 | 0.0 | -17 | 8 | x | -6 | 6
COc1ccc(S(=O)(=O)Nc2ccc3c(c2)CC(=O)N([C@@H](C)CO)C[C@@H](C)[C@@H](CN(C)S(=O)(=O)c2ccc(OC)cc2)O3)cc1 | x | 10 | 3.2 | -12 | 4 | 0.2 | -1 | -3
CCCC#Cc1ccc2c(c1)O[C@@H](CN(C)C(=O)Nc1ccccc1F)[C@@H](C)CN([C@@H](C)CO)S2(=O)=O | -13 | 1 | -0.9 | 32 | 0 | 0.6 | -7 | 7
O=C(/C=C/c1cccc(Br)c1)N1CCN(c2ccccn2)CC1 | 12 | 0 | 0.0 | -12 | 1 | 4.9 | x | x
COc1ccc(S(=O)(=O)N(C)C[C@@H]2Oc3ccc(NC(=O)Nc4ccccc4)cc3C(=O)N([C@H](C)CO)C[C@H]2C)cc1 | x | 6 | -0.1 | 6 | 10 | -0.1 | 14 | 0
CN(Cc1c(C(=O)N/N=C/c2cccc(F)c2)nnn1-c1nonc1N)c1ccccc1 | -4 | 7 | 0.2 | -10 | -3 | x | 5 | -4
COc1ccccc1S(=O)(=O)N[C@@H]1CC[C@@H](CC(=O)NCc2cccc(F)c2)O[C@@H]1CO | 5 | -4 | -0.1 | 1 | 3 | -0.5 | 1 | 2
O=C(C1CCCC1)N1CC2(C1)[C@@H](c1ccccc1)[C@@H](CO)N2Cc1cncnc1 | 7 | -1 | 0.2 | -8 | -1 | 0.0 | x | x
COc1ccc(C(C)=O)cc1COC(=O)c1cc(=O)c2ccccc2o1 | 4 | 1 | 0.0 | -4 | -3 | 0.1 | -5 | -5
COc1ccc(OCCOC(=O)CNC(=O)c2ccc(F)cc2)cc1 | -4 | -3 | -0.1 | -4 | 2 | 0.4 | -4 | 5
COc1ccc(C2C(C(=O)c3ccco3)=C(O)C(=O)N2CCCn2ccnc2)c(OC)c1 (stereo not given) | 7 | 0 | 0.4 | -11 | -4 | x | 14 | 17
Cc1cn([C@H]2C[C@H](O)[C@@H](/C=C/C(=O)NCC(c3ccccc3)c3ccccc3)O2)c(=O)[nH]c1=O | 6 | -18 | -0.1 | -4 | 2 | -0.1 | -5 | -7
Cn1c(=O)[nH]c(=O)c2c1nc(N/N=C/c1ccncc1)n2Cc1ccc(Cl)cc1 | 1 | 24 | 0.0 | -11 | 3 | 2.0 | 3 | x
CCOC(=O)C1CCCN(C(=O)CCNS(=O)(=O)c2ccc(Br)cc2)C1 (stereo not given) | -8 | 0 | 0.3 | -6 | 4 | 0.9 | -5 | -2
O=C(CSc1ccc(Cl)cc1)NNC(=O)c1ccco1 | x | x | 0.1 | -18 | 5 | 0.4 | -2 | x
C[C@H](CO)N1C[C@H](C)[C@@H](CN(C)Cc2ccncc2)Oc2ccc(NC(=O)NC3CCCCC3)cc2C1=O | -4 | 2 | 1.2 | -7 | 4 | x | -4 | 2
Cc1ccc(Sc2c(CO)c(-c3ccccc3)nn2C)cc1 | -15 | 50 | 0.2 | -3 | -1 | x | x | x
COc1ccccc1NC(=O)Cn1c(=O)c(N(C)C)c(N)n(C)c1=O | 4 | 10 | 0.1 | -9 | 9 | -0.7 | x | x
CC(=O)c1cccc(N(C(=O)CNC(=O)c2ccco2)C(C(=O)NC2CCCC2)c2ccco2)c1 (stereo not given) | 0 | 15 | 0.0 | -9 | -2 | x | -12 | 4
Cc1ccc(N(CCC#N)C(=O)COC(=O)c2cc(C)no2)cc1 | -3 | 2 | -0.3 | -4 | -7 | -1.3 | x | -3
Cc1ccc(C(=O)OCC(=O)NC2CCCc3ccccc32)o1 (stereo not given) | 4 | -1 | 0.0 | -26 | 0 | -1.2 | 0 | 6
O=C(NCCc1ccccc1)c1ccc(Cl)c(S(=O)(=O)N2CCOCC2)c1 | x | -6 | 0.1 | 0 | 1 | 0.1 | -2 | 7
Cc1ccnc(NC(=O)C(C)N2C(=O)c3ccccc3S2(=O)=O)c1 (stereo not given) | 11 | 5 | 0.0 | -1 | -5 | -0.4 | -11 | -3
Cc1ccc(-n2c(=O)c3c4c(sc3n3c(=S)[nH]nc23)CCC4)cc1 | 8 | 3 | 0.0 | -9 | -1 | 0.0 | -3 | -6
Cc1nn(Cc2ccccc2)c(Cl)c1C(=O)OCC(=O)NC(=O)NC12CC3CC(CC(C3)C1)C2 | 8 | 10 | 0.0 | -5 | -2 | 0.4 | 5 | x
COc1ccc(NC(=O)CN(C)C(=O)c2ccc3c(c2)NC(=O)CS3)cc1 | 0 | 4 | 0.1 | -17 | 0 | -0.6 | -2 | -4
O=C(CSc1nnc(Cc2ccccc2)o1)c1ccc2c(c1)OCO2 | -16 | 4 | 0.0 | -15 | -2 | x | x | x
COC(=O)C1=C(C)N(C)C(=O)NC1c1cccc2ccccc12 (stereo not given) | -3 | -13 | 0.1 | -5 | -4 | x | -4 | -6
CN(c1ccc(C(=O)NCC2CCCO2)cc1)S(=O)(=O)c1ccc(Cl)cc1 (stereo not given) | -3 | -2 | 0.2 | -1 | -7 | 0.2 | -4 | 2
CCNc1c(NS(=O)(=O)c2ccc(OC)cc2)c(=O)oc2ccccc12 | -2 | -52 | -0.1 | -4 | 2 | x | 4 | 30

2 entries drawn at random from the list so far:
SMILES | FN deposition inh | EWS-Fli inh | Xi reactivation | RAD52 inh | S100A4 inh HTS | E-selectin induc | RAD54 branch | esBAF inh
Cc1ccc(N(CCC#N)C(=O)COC(=O)c2cc(C)no2)cc1 | -3 | 2 | -0.3 | -4 | -7 | -1.3 | x | -3
O=C(COC(=O)CCSc1ccc(Cl)cc1)NCc1ccccc1 | 4 | 1 | 0.1 | -10 | -5 | x | x | x

(list continues)
SMILES | FN deposition inh | EWS-Fli inh | Xi reactivation | RAD52 inh | S100A4 inh HTS | E-selectin induc | RAD54 branch | esBAF inh
Cc1ccc(S(=O)(=O)N2CCN(C(=O)CCCN3C(=O)NC4(CCCC4)C3=O)CC2)cc1C | -1 | -3 | 0.0 | -9 | 1 | x | -4 | -5
CCCC(=O)N1CCC1(C)C(=O)Nc1ccccc1C(C)(C)C (stereo not given) | x | -1 | 0.3 | -7 | -3 | x | 5 | 2
COc1ccc(NC(=O)c2cccc(C#N)c2)cc1NS(=O)(=O)c1ccc(F)cc1 | 6 | x | 0.1 | x | x | x | 0 | 6
O=C(C[C@@H]1C=C[C@@H](NC(=O)c2cccc(F)c2)[C@@H](CO)O1)NCCN1CCCC1 | -5 | -8 | -0.5 | -14 | 3 | 0.0 | 4 | 3
CCn1c(SCC(=O)NC2CC2)nnc1-c1ccc(C)cc1 | 4 | -6 | 0.2 | 2 | 8 | -0.1 | -4 | x
NCCCNCCCCNCCCN | x | 7 | x | 111* | 2 | x | 4 | 3
CCN(CC)CCn1c(=N)n(CC(=O)c2ccc(C)cc2)c2ccccc21 | 10 | -36 | 0.0 | 30 | -14 | x | 20 | 11
